MT stabilizer: microtubule stabilizers in HeLa cells; HeLa tubulin immunostaining HCS, 24 h; share of cells brighter than vehicle mean+2SD; % tubulin-high responders, % at 10 µM; 0.83% of 200,000 active; AID 2205;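 active = plate Z-score above 3 for both tubulin-high and condensed-nucleus cell shares, with cell loss under 80%, at 10 µM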;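 note: anti alpha tubulin signal scored within the nucleus-defined area of each cell; some results filed as inactive read as strong as hits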
Ins promoter up: MIN6 insulin promoter up-regulation | 0.3% of 190,000 active | MIN6 insulin promoter-GFP reporter, high-content imaging; stronger effect = higher value | z-score at 5 µM | AID 1625;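 active = z-score above 3 at 5 µM with at least 500 cells counted in the well; inconclusive = wells under 500 cells, flagged as cytotoxic or low count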
Autophagy mod: autophagy modulation, high-content screen; 0.98% of 190,000 active; calls only at 10 µM (by protocol); AID 463193; MEF GFP-LC3 puncta imaging; test concentration mostly 10 µM;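 active = percentage of spot-positive cells more than 3 SD above its plate mean, without a fluorescence outlier flag or 80% toxicity; inconclusive = no clear call, values can overlap the other calls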;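 note: spot-positive cell cutoff set from DMSO-treated cells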
Yfh1-off respiration: mitochondrial function rescue without frataxin homolog – Friedreich's ataxia, plus single-dose screen, dose response (AID 1465) | 0.074% of 220,000 active | one-dose fold induction at 50 µM; EC50 in µM for titrated hits | S. cerevisiae Yfh1-off respiration, WST-1 reduction, 72 h; higher fold induction means a stronger effect;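 active = fold induction of absorbance versus untreated yeast above a set limit, then at least 30% activation at any dose in follow-up; inconclusive = repeats straddling the limit, or above it without dose testing; inactive = fold induction below the set limit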;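 note: activators that raise dye reduction in frataxin-depleted yeast; strong numbers were not always called active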
NOD1 NF-kB reporter: NOD1 signaling inhibitors, primary screen, cell-based, luminescence, uHTS (AID 1578) | inhibition, % at 4 µM; hits with a dose series show EC50 in µM | 1% of 290,000 active | NOD1-driven NF-kB luciferase reporter cells, luminescence; higher % means a stronger effect; in the data active = inhibition mostly above about 36%, no sharp cut-off; inactive = mostly below about 34%;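 note: HEK-293T reporter cells stimulated with the NOD1 agonist gamma-tri-DAP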
P. falciparum M17LAP: P. falciparum M17LAP inhibitors, primary screen, biochemical, fluorogenic H-Leu-NHMec substrate, 1536-well (AID 1619) | 0.38% of 220,000 active | one-dose inhibition, % at 30 µM; IC50 in µM for titrated hits | recombinant M17LAP, H-Leu-NHMec fluorogenic kinetic assay; higher % means a stronger effect;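 active = compound inhibiting the enzyme by more than half at any dose during confirmatory dose-response retesting; inconclusive = strong single-dose inhibitors picked by rank but not retested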;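 note: plate controls were full reaction with DMSO carrier for no effect and no enzyme background for full effect; strong numbers were not always called active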
NOD2 inhibition: NOD2 signaling inhibitors, cell-based, luminescence, uHTS, HEK293 (AID 1566). 0.63% of 290,000 active. HEK293 NOD2/NF-kB luciferase reporter, luminescence; higher % means a stronger effect. inhibition, % at 4 µM; hits with a dose series show EC50 in µM; in the data active = inhibition above about 50%; note: many of its hits are not listed in these tables
b-catenin transl: modulators of beta-catenin nuclear translocation. AID 1665. 0.3% of 190,000 active. HeLa beta-catenin nuclear translocation, immunofluorescence imaging. nuclear translocation activity, % at 5 µM;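 active = nuclear translocation activity above 50% at 5 µM, with a well cell count of 50 or more; inconclusive = wells under 50 cells across six images, flagged as toxic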;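 note: per-cell ratio of nuclear to cytoplasmic median beta-catenin stain intensity; plate controls were DMSO negative control for no effect and GSK-3 inhibitor IX positive control for full effect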
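Signal – beta-catenin immunofluorescence imaging with DAPI · Test system – human HeLa cell line · Dosing – 5 µM primary single dose, 0.1% DMSO, 0.02–20 µM confirmation series · Measure – % activation, nuclear-to-cytoplasmic median beta-catenin signal ratio per cell · Incubation – 24 h compound exposure at 37°C, 5% CO2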
Dynein cargo inh: blocks dynein driven cargo transport along microtubules; 3617.4 mouse cells, GR-EGFP nuclear translocation imaging; test concentration mostly 20 µM; stimulated with dexamethasone, 1 µM; stronger effect = lower value; 0.47% of 220,000 active; z-score, hits read low; AID 1381;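 active = plate z-score of nuclear minus cytoplasmic receptor signal below a set negative limit, without overly bright fluorescence or cell loss, cut at about -3.5 in these data, passing the limit was not always enough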;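 note: z-score of nuclear minus cytoplasmic ring GR-EGFP intensity difference per well; some compounds called inactive have numbers as strong as hits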
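Buffer or medium: tet-free, stripped-serum medium; reagent: dexamethasone at 1.0 µM final, 30 min; incubation: 48 h induction, 1 h compound, 30 min dex at 37 °C; measured by: formaldehyde fixation, Hoechst nuclear stain, 10x automated fluorescence imaging; read-out: nuclear-to-cytoplasmic GR-EGFP distribution per well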
Dynein cargo inh cytoplasmic EGFP: further read-out of Dynein cargo inh, marked with its call; z-score; measured here: cytoplasmic GR-EGFP intensity; stronger effect = higher value
Dynein cargo inh nuclear GR-EGFP: second read-out of Dynein cargo inh, no call of its own (marks repeat the call); z-score; measured here: nuclear GR-EGFP intensity;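 lower value marks the stronger effect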
Dynein cargo inh cell count: recorded beside Dynein cargo inh, whose call it bears; z-score; measured here: cell count per field
Ins promoter up cell count: recorded beside Ins promoter up, whose call it bears; cell count; measured here: cytotoxicity, nuclei count;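 total cells summed across four imaged fields per well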
b-catenin transl cell count 5 µM: further read-out of b-catenin transl, marked with its call; cell count; measured here: cell count, cytotoxicity flag
MT stabilizer Hoechst-high %: further read-out of MT stabilizer, marked with its call; % Hoechst-high responders; measured here: nuclear condensation Hoechst responders;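 share of cells brighter than vehicle mean plus two SD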
MT stabilizer cytotoxicity %: recorded beside MT stabilizer, whose call it bears; toxicity, %; measured here: cytotoxicity by cell density;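 0% = mean cell density of plate MIN control wells and 100% = no cells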
Autophagy mod cell loss 18 h: further read-out of Autophagy mod, marked with its call; toxicity, %; measured here: cell loss, nuclei count;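 cell loss after 18 h compound exposure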
* marks the source's active call; other numbers are inactive results; i = inactive; ? = inconclusive; nt = not tested or not shown. Not all compounds are listed; the hit share may differ from the screen's.

SMILES	MT stabilizer	MT stabilizer Hoechst-high %	MT stabilizer cytotoxicity %	Ins promoter up	Ins promoter up cell count	Autophagy mod	Autophagy mod cell loss 18 h	Yfh1-off respiration	NOD1 NF-kB reporter	P. falciparum M17LAP	NOD2 inhibition	b-catenin transl	b-catenin transl cell count 5 µM	Dynein cargo inh	Dynein cargo inh cytoplasmic EGFP	Dynein cargo inh nuclear GR-EGFP	Dynein cargo inh cell count
COc1ccccc1NC(=S)NNC(=O)c1ccncc1	4.8	2.2	9.1	-0.28	1418	i	3	i	-4%	5%	13%	-1.6	1056	0.9	-0.3	0.7	-0.46
COc1ccccc1NC(=O)CSc1nnc(Cc2ccccc2)o1	2.3	2.3	6.2	-0.92	1247	i	-3	i	-11%	8%	-8%	-5.2	1199	-0.92	-0.18	-0.96	-0.18
CCOC(=O)C1CCN(Cc2ccccc2C(F)(F)F)CC1	3.3	2.2	1.9	0.36	1190	i	-2	i	10%	-4%	12%	1.1	1169	0.15	-0.25	0.72	0.31
O=C1CSC(c2ccc(Cl)cc2)N1Nc1nc(N2CCOCC2)nc(N2CCOCC2)n1 (stereo not given)	3.5	3.3	6.8	-1.9	1016	i	1	i	-19%	-6%	-2%	-2.8	1053	-0.15	-0.3	0.2	0.07
CC(CNc1ccc([N+](=O)[O-])cc1)NC(=O)c1ccccc1Br (stereo not given)	2.1	1.8	3.8	-0.02	1909	i	-30	i	-9%	3%	-5%	-1.5	1070	-0.12	-0.24	-0.23	0.58
CC(Sc1nnc(-c2cccnc2)n1-c1ccccc1)C(=O)NCc1ccc2c(c1)OCO2 (stereo not given)	1.5	2.0	6.5	0.64	1189	i	-4	i	4%	-4%	-9%	-0.8	939	0.27	-0.24	0.57	-0.53
COc1ccc(Cl)cc1NC(=O)CCN1CCOCC1	nt	nt	nt	0.17	1013	nt	nt	i	-9%	8%	0%	1.5	1291	0.038	-0.2	0.42	0.34
CCOC(=O)c1ccc(N2C(=O)C3ON(c4ccccc4)C(c4ccco4)C3C2=O)cc1 (stereo not given)	2.0	3.0	2.2	-1.5	1007	i	0	i	-7%	-5%	-15%	-0.1	1089	-0.64	-0.28	-0.27	0.73
CCc1nc2ccccc2c(C(=O)Oc2ccc(C(=O)OC)cc2)c1C	8.1	1.5	1.7	-0.94	1147	i	4	nt	-11%	12%	13%	nt	nt	0.041	-0.28	-0.2	0.67
NC(=S)Cc1nc(-c2ccc(Cl)cc2)cs1	2.2	2.8	5.8	0.81	1252	i	6	i	3%	2%	9%	-3.2	1124	-0.65	-0.3	-0.33	0.16
O=C(Nc1ccccc1Cl)N1CCCN(c2nc(-c3ccccc3)ns2)CC1	nt	nt	nt	-0.65	1443	nt	nt	i	4%	-8%	18%	0.6	1040	-0.29	-0.23	-0.18	1.2
C[C@H]1CN=C2N(CCNC(=O)CCC3CCCCC3)[C@H](Cc3ccc(O)cc3)CN21	4.7	1.1	5.8	0.49	1391	i	-67	i	-24%	1%	14%	-1.9	1185	-0.39	-0.26	0.04	0.048
O=C(NC(Cc1ccc(F)cc1)C(=O)O)c1ccccc1 (stereo not given)	3.7	2.6	6.2	0.02	1264	i	-4	i	-12%	30%	10%	-0.4	1161	-0.36	-0.25	-0.17	1.4
Cn1cc(C(=O)NC2CCCCC2)c(=O)c2cc(S(=O)(=O)N3CCCC3)ccc21	3.3	1.7	4.5	0.1	1166	i	-7	i	-34%	-13%	12%	nt	nt	-0.41	-0.21	0.028	0.58
O=C(CC1Sc2ccccc2NC1=O)c1ccc(Br)cc1 (stereo not given)	2.2	1.5	0.3	-0.11	1383	i	-3	i	-9%	13%	3%	-4.6	558	-0.37	-0.22	-0.035	0.74
COc1ccccc1-c1cc(C(F)(F)F)n2ncc(S(=O)(=O)c3ccccc3)c2n1	1.6	1.9	7.6	-1.8	1403	i	4	i	15%	-9%	13%	-0.4	1323	-0.65	-0.21	-0.6	0.39
CCC(=O)Nc1ccc2nc(C)n(Cc3ccccc3Cl)c(=O)c2c1	5.0	3.1	5.6	nt	nt	i	1	i	-13%	-9%	26%	-0.2	1092	0.53	-0.28	0.59	0.66
CCCCNC(=O)CC1C(=O)N(Cc2ccccc2)C(C)c2nc3ccccc3n21 (stereo not given)	4.7	2.3	6.0	0.24	1602	i	-2	i	26%	13%	-8%	-1.8	1244	-0.37	-0.43	-0.15	0.12
Cc1ccc(C(=O)N2CCN=C2SCc2ccc([N+](=O)[O-])cc2)cc1	4.1	1.7	4.7	0.47	1480	i	11	i	36%	9%	19%	-0.7	1132	-1.4	-0.062	-0.93	-0.012
Cc1ccnc(NC(=O)Cc2ccc([N+](=O)[O-])cc2)c1	2.2	1.7	6.8	0.2	1429	i	11	i	-24%	38%	-16%	1.4	1403	-0.2	-0.4	-0.66	1.9
CCOC(=O)CSc1nc(C)c2ccc(C)cc2n1	4.0	1.6	6.2	0.09	1275	i	8	i	-33%	16%	8%	-4.0	577	0.29	-0.25	0.14	0.23
COC(=O)/C(=N/Nc1ccccc1OC)N1CCCc2ccccc21	nt	nt	nt	nt	nt	nt	nt	i	-11%	-7%	-4%	0.9	1316	-0.98	-0.23	-0.44	1.4
O=C(O)C1C(c2ccccc2)C(C(=O)OCc2ccco2)C1c1ccccc1 (stereo not given)	5.6	3.0	3.6	0.74	1191	i	12	i	-15%	19%	0%	-5.4	1063	-0.099	-0.31	0.59	0.59
Cc1cccc(C)c1NC(=O)C(C)c1ccc(-c2ccccc2)c(F)c1 (stereo not given)	3.1	1.3	4.8	-0.31	1368	i	-8	i	5%	-8%	3%	-3.0	1259	1.4	-0.28	1.3	0.7
O=c1[nH]c2ccc(Cl)cc2c(-c2ccccc2)c1N1CCN(CCO)CC1	4.4	2.7	3.1	-1	1025	i	9	i	nt	-19%	22%	-2.3	1386	0.22	-0.45	0.23	-0.27
CCCCC(=O)NC(=S)NNC(=O)CC	2.8	1.9	0.9	0.46	1194	i	3	?	-18%	31%	2%	-0.5	517	-0.78	-0.22	-0.41	0.1
COc1ccc(CCNC(=O)c2c(-c3ccccc3)noc2C)cc1OC	5.9	2.1	5.3	nt	nt	i	-13	i	-2%	5%	14%	0.1	1181	-0.91	-0.19	-0.12	0.21
COc1ccc2cc(C(=O)Nc3ccc(O)cc3)sc(=O)c2c1OC	2.4	4.2	2.6	0.03	1276	i	17	i	-11%	9%	16%	-2.1	998	-0.78	-0.3	-0.8	0.95
CCOC(=O)Cc1csc(NC(=O)c2c(-c3ccccc3)noc2C)n1	4.1	2.2	16	-0.79	920	i	-33	i	0%	4%	8%	-3.1	1196	-0.56	-0.34	0.035	0.96
COc1cc(C(=O)O/N=C(\N)c2ccccn2)cc(OC)c1OC	nt	nt	nt	-0.19	1039	nt	nt	i	-2%	12%	-2%	-0.3	1280	-0.75	-0.23	-0.063	1.2
Brc1ccc(-c2csc(N3CCOCC3)n2)cc1	3.1	1.8	1.6	-0.65	1279	i	4	i	-36%	-8%	-69%	-1.0	1131	-0.38	-0.2	0.55	-0.069
Cc1oc2cc(O)ccc2c(=O)c1Oc1ccccc1	3.1	2.7	6.2	-0.13	1480	i	-3	i	2%	-37%	3%	-1.3	1376	-0.47	-0.27	-0.0021	0.11
CCOC(=O)C1CCN(C(=O)c2ccccc2NS(=O)(=O)c2cc(C)ccc2C)CC1	7.7	2.4	5.9	-0.1	1502	i	-6	i	9%	4%	19%	-0.3	1032	-0.55	-0.22	-0.37	0.74
COC(=O)c1c(NC(=O)C2CCCCC2C(=O)O)sc2c1CCCCC2 (stereo not given)	2.0	2.3	7.6	0.35	1401	i	6	i	-47%	1.5µM*	-69%	-0.9	1528	-1.6	-0.19	-0.86	0.55
CCOc1ccc2c(c1)sc(=NC(=O)C1CC1)n2C	1.7	1.1	9.1	0.36	1226	i	-2	i	-36%	3%	-67%	-1.6	1136	1.5	0.018	1	-0.42
COC(=O)Cc1ccc(N(Cc2ccccc2F)S(=O)(=O)c2ccc(Br)cc2)cc1	4.0	1.8	6.0	-0.39	1213	i	17	i	-7%	10%	12%	0.4	615	0.71	-0.26	1	-0.36
COc1ccc(NC(=O)c2c(Cl)nc3ccccn23)cc1	3.0	2.8	4.9	-0.63	1208	i	-8	i	-53%	3%	-22%	-3.4	1088	0.55	-0.28	0.52	-0.49

Given with values under each structure: part of the list above.
Each structure is followed by: MT stabilizer, MT stabilizer Hoechst-high %, MT stabilizer cytotoxicity %, Ins promoter up, Ins promoter up cell count, Autophagy mod, Autophagy mod cell loss 18 h, Yfh1-off respiration, NOD1 NF-kB reporter, P. falciparum M17LAP, NOD2 inhibition, b-catenin transl, b-catenin transl cell count 5 µM, Dynein cargo inh, Dynein cargo inh cytoplasmic EGFP, Dynein cargo inh nuclear GR-EGFP, Dynein cargo inh cell count
- Brc1ccc(-c2csc(N3CCOCC3)n2)cc1
  3.1, 1.8, 1.6, -0.65, 1279, i, 4, i, -36%, -8%, -69%, -1.0, 1131, -0.38, -0.2, 0.55, -0.069
- Cc1oc2cc(O)ccc2c(=O)c1Oc1ccccc1
  3.1, 2.7, 6.2, -0.13, 1480, i, -3, i, 2%, -37%, 3%, -1.3, 1376, -0.47, -0.27, -0.0021, 0.11

Screening data (PubChem BioAssay)
